Assay outcomes as filed in PubChem BioAssay.
CHO parental Ca – ATP-evoked calcium signal inhibitors, parental CHO, primary screen, counter-screen for OX1R antagonist project, cell-based, fluorescence, Fluo-8 calcium dye. hit rate 0.63% among 330,000. parental CHO-K1, ATP-induced calcium, Fluo-8 fluorescence. inhibition, % at 5.6 µM;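 active means inhibition above that plate's mean sample inhibition plus 3 SD, cut at about 26% in these data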;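 further: 0% = ATP-challenged DMSO wells and 100% = DMSO wells without ATP; some compounds past the cut are filed as inactive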
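Material: parental CHO cells / Compound: single nominal dose of 5.6 µM per compound / Signal: Fluo-8 fluorescence / Replicates: singlicate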
TAAR1 ag – human TAAR1 agonists, primary screen, Fluo-8 calcium fluorescence, CHO RD-HGA16 cells; Trace amine-associated receptor 1 (Homo sapiens), Q96RJ0; vehicle wells 0%, saturating PEA agonist 100%; activation, % at 3 µM; hit rate 0.99% among 360,000;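 active means activation above the mean activation of all test compounds in the run plus 3 SD, cut at about 38% in these data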
Target sequence (Q96RJ0 whole entry, looked up): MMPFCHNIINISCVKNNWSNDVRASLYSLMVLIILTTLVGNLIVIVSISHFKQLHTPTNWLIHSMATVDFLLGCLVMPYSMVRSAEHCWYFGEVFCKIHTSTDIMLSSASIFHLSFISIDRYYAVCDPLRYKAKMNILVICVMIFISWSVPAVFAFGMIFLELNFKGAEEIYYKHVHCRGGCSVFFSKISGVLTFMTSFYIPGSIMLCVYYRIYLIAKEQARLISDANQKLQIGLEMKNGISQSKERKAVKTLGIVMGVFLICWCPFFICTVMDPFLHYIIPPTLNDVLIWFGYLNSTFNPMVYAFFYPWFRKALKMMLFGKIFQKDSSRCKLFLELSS
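test system = CHO RD-HGA16 cells carrying human TAAR1 plus Gα16 | schedule = 17-24 h seeding, 75 min 37 °C dye, 30 min RT | compound dosing = 3 µM single concentration | control set = DMSO and PEA EC100 | replicates = n 1 | signal = Fluo-8 fluorescence, 5 s baseline then 140 s kinetic read | measure = percent activation vs PEA EC100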
OXTR potentiate – human OXTR potentiators, primary screen, fluorescence, CHO-OTR cells, Fluo-8 calcium. Fluo-8 calcium fluorescence, potentiator mode; 0% = oxytocin EC15, 100% = EC100. activation, % at 3 µM. hit rate 0.061% among 320,000;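 active means activation above that plate's cutoff, the mean activation of tested compounds plus 3 SD, cut at about 6.6% in these data, passing the limit was not always enough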;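 further: 100% uses oxytocin at 75 nM as the full agonist control; some results filed as inactive read as strong as hits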
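Assay system: CHO-OTR cells, human receptor / Also added: oxytocin at about EC15, sub-maximal agonist stimulus / Dosing: single dose, 3.0 µM nominal final compound concentration / Incubation: 6 min pre-incubation, 100 s read / Technique: Fluo-8 calcium dye fluorescence / Read-out: % activation vs EC15 and EC100 oxytocin / Benchmarks: EC15 oxytocin low, 75 nM oxytocin high / Replicates: singlicate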
TAAR1 antagonist – human TAAR1 antagonists, primary screen, Fluo-8 calcium fluorescence, CHO RD-HGA16 cells | Trace amine-associated receptor 1 (Homo sapiens), Q96RJ0 | antagonist | inhibition, % at 3 µM | hit rate 1.5% among 360,000 | AID 624466, 2012;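 active means inhibition above a per-plate cutoff, the mean inhibition of test compounds on that plate plus 3 SD, cut at about 49% in these data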;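 further: 0% = DMSO plus EC80 beta-PEA response and 100% = DMSO alone without agonist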
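Assay system: CHO-derived RD-HGA16 cells stably expressing human TAAR1 plus Gα16. Timing: 140 s kinetic read after compound, 140 s after agonist. Technique: kinetic Fluo-8 calcium fluorescence measurement. Measure: % inhibition of agonist calcium response.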
CHO-K1 Ca antag – nonselective inhibitor or artifact in parental CHO-K1 cells. hit rate 0.6% among 360,000. ATP-induced calcium, Fluo-8 fluorescence. AID 602250. inhibition, % at 3 µM;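 active means inhibition above a per-plate cutoff, the plate's mean sample inhibition plus 3 SD, cut at about 24% in these data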;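 further: 0% = DMSO plus EC80 ATP and 100% = DMSO alone without ATP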
M1 PAM parental – nonselective calcium activators in parental CHO-K1 cells, primary screen, counter-screen for M1 PAM project, cell-based, Fluo-8 calcium fluorescence, full deck, 1536-well. activation, % at 3 µM. AID 602247, 2012. hit rate 0.02% among 360,000. ATP EC20; 0% at ATP EC20, 100% at ATP max;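 active means activation above the run cutoff, the mean activation of all test compounds plus 3 SD, cut at about 40% in these data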;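 further: peak over basal fluorescence ratio in a 140 s read after ATP addition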
M1 ag parental – counter-screen for M1 agonists: effect in parental CHO-K1 cells; activation, % at 3 µM; hit rate 0.48% among 360,000; AID 602248, 2012; Fluo-8 calcium fluorescence; scaled to maximal ATP response, vehicle zero; in the data active means activation above about 15%;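 further: untransfected CHO-K1 host cells lacking M1 receptor as counterscreen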
CHRM1 antagonist – human M1 muscarinic receptor antagonists, primary screen, CHO-K1 cells, Fluo-8 calcium fluorescence, 1536-well | AID 588852, 2011 | inhibition, % at 3 µM | hit rate 1.3% among 360,000 | Muscarinic acetylcholine receptor M1 (Homo sapiens), P11229 | CHO-K1 hM1, ACh EC80 antagonist;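 active means percent inhibition above its own plate's cutoff, namely the mean of that plate's compound wells plus 3 SD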;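 further: peak over basal fluorescence ratio during 140 s after agonist addition; 0% = ACh EC80 plus DMSO and 100% = DMSO alone without agonist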
Target sequence (P11229 whole entry, looked up): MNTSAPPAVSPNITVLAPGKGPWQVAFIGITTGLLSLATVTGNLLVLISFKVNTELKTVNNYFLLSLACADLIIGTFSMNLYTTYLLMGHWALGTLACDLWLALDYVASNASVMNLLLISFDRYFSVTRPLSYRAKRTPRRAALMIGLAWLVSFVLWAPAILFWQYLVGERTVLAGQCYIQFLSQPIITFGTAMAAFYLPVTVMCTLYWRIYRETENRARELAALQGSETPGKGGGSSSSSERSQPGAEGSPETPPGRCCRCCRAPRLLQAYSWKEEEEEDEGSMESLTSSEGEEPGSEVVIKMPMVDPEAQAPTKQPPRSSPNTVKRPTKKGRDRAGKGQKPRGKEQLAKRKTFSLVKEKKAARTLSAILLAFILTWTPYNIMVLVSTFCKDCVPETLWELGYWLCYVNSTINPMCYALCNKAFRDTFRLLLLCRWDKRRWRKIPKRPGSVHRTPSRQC
M1 ag – human M1 muscarinic receptor agonists, primary screen, Fluo-8 calcium fluorescence, CHO-K1 cells, HTS. Muscarinic acetylcholine receptor M1 (Homo sapiens), P11229. CHO-K1 hM1, agonist mode; 0% DMSO, 100% acetylcholine EC100. activation, % at 3 µM. hit rate 0.33% among 360,000;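 active means activation above the run's mean compound activation plus 3 SD, cut at about 16% in these data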;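 further: peak over basal fluorescence ratio within a 140 s kinetic read after compound addition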
An asterisk follows results filed as active; x = not tested or not shown.

mol	CHO parental Ca	TAAR1 ag	OXTR potentiate	TAAR1 antagonist	CHO-K1 Ca antag	M1 PAM parental	M1 ag parental	CHRM1 antagonist	M1 ag
O=C(NCCOc1ccc(Cl)cc1)C(=O)NCC1CCCO1 (configuration not stated)	8	5	-10	-5	-7	-4	-0.3	-3	-9
COc1cc(/C=C2\SC(=S)N(CC(=O)NC3=NCCS3)C2=O)cc(OC)c1OC	-12	11	-5	22	2	16	1.9	1	-2
Cc1ccc(C(=O)Nc2ccc(C(=O)N/N=C/c3cccnc3)cc2)cc1	-18	0	-10	24	-5	-16	2.7	-1	-7
CCn1c(=O)n(CC)c2cc(S(=O)(=O)N3CCc4ccccc43)ccc21	-4	10	-5	5	-9	16	12	20	-4
O=S(=O)(c1c(F)cccc1F)C1CCN(S(=O)(=O)c2ccc3c(c2)OCCO3)CC1	-8	16	-9	13	-20	11	0.2	-9	-3
Cc1nc2ccccc2n1CCOc1ccc([N+](=O)[O-])cc1	-12	3	-10	25	4	1	2.9	4	-16
CCn1nc(C)c(/C=N/NC(=O)Cn2nc(C)cc2C)c1C	-3	3	1	-6	-7	10	-0.4	-9	-3
NCCCC[C@@H]1NC(=O)c2cc([N+](=O)[O-])cc(I)c2SC[C@@H](C(=O)NCC(N)=O)NC(=O)CNC1=O	-1	x	-8	x	-6	-13	0.1	6	2
Cc1ccc(C)c(-c2csc(-c3cccnc3)n2)c1	-5	2	-13	-4	-1	8	0.6	-7	-6
CCOc1cc(/C=C/c2nc3ccccc3s2)ccc1OCC(=O)N1CCOCC1	-19	12	0	28	-8	21	6.8	4	-3
COc1ccc(Nc2nc(NCCO)nc(OC)n2)cc1	-10	10	-6	6	-3	-6	-0.4	-19	0
CCn1nnc(NC(=O)c2cc3ccccc3o2)n1	0	0	-9	-3	-17	6	0.1	-11	1
C(=N\N=C\c1ccccc1)/c1ccccc1	10	1	-19	16	-17	18	0.4	-9	-2
CCOc1ccc(NC(=O)C2CCCN2C(=O)NC2CCCCC2)cc1 (configuration not stated)	-11	13	0	-9	-11	11	1.4	-4	-3
CCOC(=O)C1=C(COC(=O)CCS(=O)(=O)c2ccc(C)cc2)NC(=O)NC1C (configuration not stated)	x	2	x	-24	-5	-23	0.4	-7	10
Cn1cccc1/C=C1\SC(=O)N(CC(=O)Nc2ccc(F)cc2)C1=O	-6	9	-7	10	14	-11	2.7	5	-2
O=C(NCc1ccccc1)c1cc(C2CCCN(C(=O)c3ccccc3)C2)on1 (configuration not stated)	x	6	x	-11	-6	0	0.5	-14	-5
C=CC[C@H](CC(=O)N(CCO)Cc1ccccc1)C(=O)N[C@H](COC(=O)[C@@H](CC=C)Cc1ccc(F)cc1)Cc1ccccc1	-5	8	-8	52*	-21	12	1.4	10	-2
COc1ccc(-n2nc(C(=O)O)c3ccccc3c2=O)cc1	2	8	-4	-13	0	-11	-0.9	-10	-2
O=C(CCNS(=O)(=O)c1ccccc1)OCc1ccc([N+](=O)[O-])cc1	x	12	x	-17	-5	5	6.0	-10	2
CC(C)(C)c1ccc(OCC(=O)Nc2cccc(S(=O)(=O)NC3=NCCCCC3)c2)cc1	-21	2	-6	-8	5	3	0.1	0	-4
COc1ccccc1/C=N/NC(=O)CNC(=O)c1ccc(S(=O)(=O)N2CCCC2)cc1	-1	4	-3	2	-6	16	1.2	-15	-9
COc1ncnc2c1ncn2CCCN1CCN(c2ccccn2)CC1	x	4	x	-5	5	10	0.8	-9	-11
Nc1nc(NCC2CCCO2)nc(Nc2ccccc2F)c1[N+](=O)[O-] (configuration not stated)	-14	3	-3	-13	-9	-4	0.5	-3	2
CO/N=C/NC(=O)c1c(OC)ccnc1Oc1cccc(C(F)(F)F)c1	-7	7	-5	-14	-24	-3	0.2	-11	-5
c1ccc(-c2cnc(CSc3ncnc4sccc34)o2)cc1	-23	-1	-8	18	-15	20	3.8	4	-4
OC(CN1CCN(c2ccccn2)CC1)Cn1c2ccccc2c2ccccc21 (configuration not stated)	17	22	-12	35	3	-5	1.7	10	0
COc1ccc(C)cc1NC(=O)CSc1nnc(-c2ccccn2)n1Cc1ccco1	-27	11	0	4	0	13	2.4	4	-7
Cc1cnc(CNC(=O)c2csc([C@@H]3O[C@H](CO)[C@H](O)[C@H](O)[C@H]3O)n2)cn1	x	2	x	-14	-10	14	0.6	-34	-2
Cc1ccc(NC(=O)/C(Cl)=C\c2ccccc2)cc1	-22	2	-1	-38	-15	8	-0.1	-30	-3
COc1ccc(-c2cc(C3CCN(CC(O)C(F)(F)F)CC3)[nH]n2)cc1 (configuration not stated)	0	44*	-12	23	-5	6	1.4	-1	-2
CCOc1ccc(N(CC(=O)NCc2ccc(F)cc2)C(=O)c2ccco2)cc1	-14	-2	-13	-3	-21	26	-0.8	-8	7
CCNc1nc(NCC)n2c(SCC(=O)Nc3ccccc3OC(F)F)nnc2n1	-14	0	5	-13	4	-8	0.0	-9	-7
Cc1cccc(NC(=O)C(=O)C2C(=O)Nc3ccccc32)c1 (configuration not stated)	1	1	4	-20	-12	20	0.6	15	1
CN(Cc1ccccc1)C(=O)c1cc(S(=O)(=O)N2CCOCC2)cn1C	-10	7	-1	-24	-6	24	0.3	-7	-4
Cc1ccc(S(=O)(=O)NCCNC(C)c2ccc(Br)cc2)cc1 (configuration not stated)	-10	8	-11	-1	-22	8	1.2	-20	-3
Cc1noc(C)c1C(=O)N1CCN(c2cccc(Cl)c2)CC1	-11	3	-4	-13	12	-14	0.7	0	-5
CC(=O)NC(c1ccccc1)c1nc2ccccc2[nH]1 (configuration not stated)	-9	7	-9	-6	-4	13	0.3	-9	-2
O=C(NCc1ccc2c(c1)OCO2)c1c(O)nc2sccn2c1=O	-5	-1	-12	-16	-4	-8	0.5	0	0
O=C(Cn1ncc(Cl)c(Cl)c1=O)N1CCN(S(=O)(=O)c2ccc3ccccc3c2)CC1	31*	8	9	19	4	3	0.2	-9	-6

Reformatted: two of the compounds above.
The line under a structure holds: CHO parental Ca	TAAR1 ag	OXTR potentiate	TAAR1 antagonist	CHO-K1 Ca antag	M1 PAM parental	M1 ag parental	CHRM1 antagonist	M1 ag
> COc1ccccc1/C=N/NC(=O)CNC(=O)c1ccc(S(=O)(=O)N2CCCC2)cc1
→ -1	4	-3	2	-6	16	1.2	-15	-9
> COc1ncnc2c1ncn2CCCN1CCN(c2ccccn2)CC1
→ x	4	x	-5	5	10	0.8	-9	-11

Next part.
mol	CHO parental Ca	TAAR1 ag	OXTR potentiate	TAAR1 antagonist	CHO-K1 Ca antag	M1 PAM parental	M1 ag parental	CHRM1 antagonist	M1 ag
COc1ccccc1CNC(=O)COC(=O)c1cccc(-n2cnnn2)c1	-12	11	-2	8	-20	10	1.7	-1	-5
COc1ccccc1N(CC(=O)NCc1ccco1)S(C)(=O)=O	0	8	-9	9	-4	6	0.1	-9	-6
O=C(c1ccco1)N1CCN(C(=O)c2ccc(CS(=O)c3cccc(Cl)c3)o2)CC1 (configuration not stated)	-10	17	-3	-23	-18	8	2.9	2	-4
O=C(Nc1ccc(C(=O)N2CCN(c3ccccn3)CC2)cc1)c1ccc(Br)o1	-19	12	-10	26	-11	7	2.9	2	-5
CCN1CCCC1CNC(=O)C(=O)Nc1ccccc1OC (configuration not stated)	-10	6	0	7	-16	6	-0.2	-31	-4
COc1cc(S(=O)(=O)N(Cc2ccc(C)cc2)C2CCCCC2)ccc1-n1cnnn1	-19	x	-11	x	-17	-12	-0.4	-20	-1
Brc1ccc2[nH]c3c(NCc4ccccn4)ncnc3c2c1	-10	5	-11	-9	-5	9	9.7	-8	0
CC(c1ccco1)N(C(=O)Nc1ccc(Cl)cc1)c1ccccn1 (configuration not stated)	5	6	-7	-8	-3	13	3.1	7	0
O=C(Nc1ccc(Br)cc1)C1CC(O)CN1C(=O)Oc1ccccc1 (configuration not stated)	-2	8	-4	-13	3	0	0.5	-10	3
OCC1(Cc2ccccc2C(F)(F)F)CCN(Cc2cccc3cnccc23)CC1	-30	7	3	-3	-3	18	0.2	14	-13
Cc1c(C(=O)N/N=C/c2cccnc2)sc(=S)n1C	-2	-1	-14	22	-3	7	0.1	-6	-6
O=C(O)CCc1nn2c3ccccc3nc2n(Cc2ccccc2)c1=O	-3	2	-6	7	1	10	0.4	-5	-7
CCCCN(C(=O)c1ccc(S(=O)(=O)N(C)C)cc1)c1nc2ccccc2s1	-24	0	-2	6	-1	19	0.5	1	-5
COc1ccc(C(=O)N2CCOC23CCN(c2ncccn2)CC3)cc1	0	0	-3	-2	9	6	-0.5	-5	-5
NC1=NC(c2ccccc2)N=C(Nc2ccccc2)N1 (configuration not stated)	-1	9	-6	-3	x	x	x	x	x
